ELG1 repair inh – inhibitors of ELG1-dependent DNA repair in HEK293T cells. HEK293T ELG1-luciferase reporter, luminescence, 16 h; DNA damage induced by 5-fluorouridine. hit rate 2.3% among 330,000. Potency, µM (series often up to 46.1 µM), for the others: at the highest dose activity change, negative = inhibition, actives largely listed as inhibitors; note: potency is the fitted concentration of half-maximal effect; % is set by controls: 0 for no effect and ±100 for the full control effect; nearly all actives have a fitted effect of over 55% in size
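In this reporter screen, reduction of luminescence relative to DMSO vehicle indicated activity. Compounds and 5-fluorouridine were added together to 2,000 cells per well, incubated for 16 hr at 37 °C, then developed with ONE-Glo.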
Eya2 phos inh – blocks the phosphatase activity of human Eya2; Potency, µM (series often up to 76.9 µM), for the others: at the top dose activity, negative = inhibition, actives largely listed as inhibitors; hit rate 0.006% among 330,000; recombinant Eya2, OMFP fluorescence dephosphorylation (OMFP is methylfluorescein phosphate); note: potency is the fitted concentration of half-maximal effect; % is set by controls: 0 for no effect and ±100 for the full control effect
Target sequence (O00167 whole entry, looked up): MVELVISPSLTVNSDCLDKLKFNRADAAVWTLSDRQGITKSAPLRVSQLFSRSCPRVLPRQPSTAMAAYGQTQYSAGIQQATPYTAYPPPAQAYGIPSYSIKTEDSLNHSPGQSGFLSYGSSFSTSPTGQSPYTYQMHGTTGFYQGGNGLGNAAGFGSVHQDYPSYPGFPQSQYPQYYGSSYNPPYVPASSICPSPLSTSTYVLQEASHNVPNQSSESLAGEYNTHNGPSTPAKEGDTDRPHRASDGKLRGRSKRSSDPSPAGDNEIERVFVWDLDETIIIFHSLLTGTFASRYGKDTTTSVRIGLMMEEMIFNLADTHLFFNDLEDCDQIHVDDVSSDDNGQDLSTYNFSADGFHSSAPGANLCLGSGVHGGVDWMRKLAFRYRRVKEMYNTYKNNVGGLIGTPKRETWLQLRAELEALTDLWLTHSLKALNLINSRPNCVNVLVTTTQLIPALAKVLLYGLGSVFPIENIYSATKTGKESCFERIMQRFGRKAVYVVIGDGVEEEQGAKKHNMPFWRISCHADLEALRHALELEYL
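Eya2 protein (added as 0.2 uM solution) was preincubated with compound for 10 min at ambient temperature in 50 mM HEPES pH 7.5, 50 mM NaCl, 5 uM MgCl2, 0.05% BSA, 1 mM DTT. OMFP (added at 50 uM) then reacted 10 min; fluorescence read at 485/525 nm.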
B2AR arrestin – agonists driving beta-arrestin recruitment to human beta2-adrenergic receptor; P07550; beta-arrestin recruitment to beta2AR, cell-based reporter; Potency, µM (top dose mostly 46.1 µM), without a hit: at the highest dose activation, actives largely listed as activators; hit rate 0.02% among 330,000; AID 492947;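 note: potency is the fitted concentration of half-maximal effect; 0% = DMSO controls and full agonism = EC100 isoproterenol or metaproterenol; nearly all actives have a fitted effect of over 65% in size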
Chronic BCR inh – blocks chronic active B-cell receptor signaling. ABC-DLBCL IkBa-CBG/CBR reporter, luminescence ratio, 4 h. Potency, µM (top dose mostly 46.1 µM), for the others: at the highest dose ratio change, negative = lower green/red ratio, usual class: inhibitors. hit rate 0.05% among 340,000. AID 493014; active = well fitted inhibition curve with a large enough effect in the signal ratio, with a control signal flat, not every such curve was filed as active; inconclusive = small, poorly fitted or top-dose-only effect, or effect the other way, or a change in a side signal; the % refers to the signal ratio;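 note: potency is the fitted concentration of half-maximal effect; plate controls were basal doxycycline-induced cells for no effect and cells given 10 µM MG132 for full effect; MG132 reads +100%, hits lower the ratio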
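TMD8 human ABC-DLBCL cells with doxycycline-inducible IκBα–green luciferase fusion and unfused red luciferase, in 0.5% FBS medium; compounds up to 46 uM, 4 h at 37C. Green/red luminescence ratio, filter-overlap corrected, fitted to concentration-response curves.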
PTAP TSG101 blk – blocks PTAP/TSG101 interaction to inhibit HIV-1 budding; Fluorescence polarization, FITC-PTAP peptide / Tsg101 binding; AID 493005; 340,000 tested, under 10 active; Q99816; Potency, µM (top dose mostly 115 µM), for inactives: at the top dose activity change, negative = inhibition, most hits filed as inhibitors; active = well fitted inhibition curve with a large enough effect in the main read-out, with a control signal flat, not every such curve was filed as active; inconclusive = small, poorly fitted or top-dose-only effect, or effect the other way, or a change in a side signal; inactive = no such curve, though single readings can be large or run the other way; note: potency is the fitted concentration of half-maximal effect; % of control where 0% means no effect
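FP read-out: FITC-PTAP peptide, 50 nM final, binding Tsg101 binding domain, 10 uM final; 20 min, r.t.; 10 mM HEPES pH 7.5, 0.15 M NaCl, 0.01% Tween 20, 3 mM EDTA, 0.1 mM TCEP.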
USP2a block – USP2a (human) protease inhibition. O75604. USP2 core, Ub-CHOP2 coupled fluorogenic reporter, 485/531. AID 463254. Potency, µM (highest dose often 38.3 µM), without a hit: at the highest dose activity change, negative = inhibition, most hits filed as inhibitors. hit rate 0.01% among 330,000;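 note: potency is the fitted concentration of half-maximal effect; plate controls were DMSO wells for no effect and full inhibition by NEM control for full effect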
Target sequence (O75604 whole entry, looked up): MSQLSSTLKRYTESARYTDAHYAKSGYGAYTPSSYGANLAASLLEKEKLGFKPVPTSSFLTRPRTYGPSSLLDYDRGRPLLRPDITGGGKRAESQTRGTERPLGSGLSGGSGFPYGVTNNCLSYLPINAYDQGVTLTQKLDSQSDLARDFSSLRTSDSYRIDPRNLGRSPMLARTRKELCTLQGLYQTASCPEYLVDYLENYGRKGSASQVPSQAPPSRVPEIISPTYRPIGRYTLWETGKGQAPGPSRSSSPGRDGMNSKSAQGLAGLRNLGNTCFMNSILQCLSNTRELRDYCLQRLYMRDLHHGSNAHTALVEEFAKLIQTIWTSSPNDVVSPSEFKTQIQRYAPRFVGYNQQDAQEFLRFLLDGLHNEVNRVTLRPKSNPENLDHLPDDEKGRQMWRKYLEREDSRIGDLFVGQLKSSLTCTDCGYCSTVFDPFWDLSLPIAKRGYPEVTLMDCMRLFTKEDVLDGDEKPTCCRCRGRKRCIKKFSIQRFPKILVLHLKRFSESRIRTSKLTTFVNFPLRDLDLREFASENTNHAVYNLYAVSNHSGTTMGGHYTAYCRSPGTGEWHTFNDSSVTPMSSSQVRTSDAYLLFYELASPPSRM
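Deubiquitinase activity read as fluorescence (485/531 nm) after Ub-CHOP2 cleavage activates the enterokinase reporter on its substrate; USP2 core 10nM, Ub-CHOP2 and substrate 25nM each, 30min compound preincubation then 60min RT; data normalized to NEM, curves fitted.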
Mito fusion yeast – inhibitors of mitochondrial division or activators of mitochondrial fusion; hit rate 0.23% among 320,000; Potency, µM (titrated, usually from 46.1 µM), without a hit: at the highest dose growth rescue (activation), actives largely listed as activators; S. cerevisiae fusion-defective mutant growth rescue, CellTiterGlo 48 h;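 note: potency is the fitted concentration of half-maximal effect; % of control where 0% means no effect; nearly all actives have a fitted effect of over 45% in size; temperature-sensitive fusion mutants such as fzo1-1 at 37 °C on non-fermentable ethanol glycerol medium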
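Temperature-sensitive fusion-defective S. cerevisiae (e.g. fzo1-1, mgm1-5) were grown with compound in YPEG medium (3% ethanol, 3% glycerol) for 48 hours at 37C. Growth rescue was measured as viability by CellTiterGlo luminescence after 10 minutes at ambient.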
TCR activator – T cell receptor activation; primary human leukocytes, anti-CD3, IL-2 HTRF, 48 h; Potency, µM (titrated, usually from 9.22 µM), inactives show top-dose activation of IL-2 secretion, usual class: activators; AID 504894; 330,000 tested, under 10 active; note: % of control where 0% means no effect
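Readout: HTRF IL-2, Eu-cryptate/d2 antibody pair, 320nm excitation, 665nm emission. Stimulus: a-CD3 beads, no co-stimulation. Cells: primary human leukocytes. Exposure: 48 hr with compound.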
Tb PFK inh – inhibitors of T. brucei phosphofructokinase | O15648 | T. brucei PFK, ADP-Glo luminescence | Potency, µM (top dose mostly 57.5 µM), inactives show at the top dose activity, negative = inhibition, most hits filed as inhibitors | hit rate 0.17% among 330,000 | AID 485367;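 note: potency is the fitted concentration of half-maximal effect; 0% = uninhibited 1x PFK enzyme wells and -100% = no-enzyme wells; nearly all actives have a fitted effect of over 60% in size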
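ADP-Glo luminescence quantified ADP after 45 min at room temperature, with 1.25 nM T. brucei PFK, 0.1 mM ATP and 0.5 mM fructose-6-phosphate in pH 8.0 TEA buffer. qHTS titrations up to 57 µM; curves classified by quality.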
uPA generation – inhibitors of cell surface uPA generation. cell surface uPA generation assay, qHTS. Potency, µM (top dose mostly 38.3 µM), for inactives: at the top dose activity change, negative = inhibition, actives largely listed as inhibitors. hit rate 0.31% among 330,000. AID 540303; active = well fitted inhibition curve with a large enough effect; inconclusive = small, poorly fitted or top-dose-only effect; inactive = no such curve, though single readings can be large or run the other way; tested in mouse RAW 264.7 cells; note: potency is the fitted concentration of half-maximal effect; % is set by controls: 0 for no effect and ±100 for the full control effect; nearly all actives have a fitted effect of over 55% in size
TSHR antag – human thyrotropin receptor antagonism; P16473; TSHR-expressing cells, TSH-stimulated cAMP HTRF, 2 h; hits give low values; activity change, negative = inhibition, % at 11.5 µM; hit rate 0.2% among 330,000; AID 504810;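 active = activity change below a set negative limit, meaning inhibition stronger than a set level, cut at about -70% in these data; inconclusive = activity change between two set negative limits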; note: % is set by controls: 0 for no effect and ±100 for the full control effect
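Freshly harvested TSHR cells receive pin-tooled compound, then EC80 TSH at 4nM final. After 2 hours at 37 deg C, antibody in lysis buffer and cAMP-d2 are added; 30 minutes at ambient temperature precede the HTRF read.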
Active calls of the source: *; [ ] = remark or other dose. Unless noted, calls come from the whole dose curve; as a rule, active = well fitted curve in the direction sought with a large enough effect; inconclusive = small, poorly fitted or top-dose-only effect, or another doubt; inactive = no such curve, though single readings can be large; an effect the other way counts as inactive or inconclusive.

Screening O=C(Nc1ccc(CSc2ccccc2)cc1)c1ccco1 returned ELG1 repair inh inconclusive, Eya2 phos inh 5%, B2AR arrestin 0.2%, Chronic BCR inh -6%, PTAP TSG101 blk 0%, USP2a block 1%, Mito fusion yeast 2%, TCR activator -7%, Tb PFK inh -5%, uPA generation -2% and TSHR antag -9.
O=C(c1ccc(S(=O)(=O)c2ccccc2)cc1)N1CCCCCC1 was read as ELG1 repair inh -1%, Eya2 phos inh 2%, B2AR arrestin 0.0%, Chronic BCR inh 4%, PTAP TSG101 blk 0%, USP2a block 3%, Mito fusion yeast 0%, TCR activator -4%[46.1 µM], Tb PFK inh -2%, uPA generation 6% and TSHR antag 2.
O=C(O)c1cccnc1SCc1cn2cc(Br)ccc2n1 was read as ELG1 repair inh 9%, Eya2 phos inh -7%, B2AR arrestin 0.0%, Chronic BCR inh 2%, PTAP TSG101 blk -7%, USP2a block 0%, Mito fusion yeast -4%, TCR activator 4%, Tb PFK inh 6%, uPA generation -3% and TSHR antag -7.
CC(C)C(NC(=O)C1CCCCC1)C(=O)N1CCN(c2ccc(F)cc2)CC1 (configuration not stated) was read as ELG1 repair inh -7%, Eya2 phos inh 7%, B2AR arrestin -0.1%, Chronic BCR inh 0%, PTAP TSG101 blk -4%, USP2a block 0%, Mito fusion yeast 6%, TCR activator -4%, Tb PFK inh 1%, uPA generation 2% and TSHR antag -6.
`CC(C)(C)n1cn[nH]c1=S` gave ELG1 repair inh 2%, Eya2 phos inh 11%, B2AR arrestin -0.7%, Chronic BCR inh -8%, PTAP TSG101 blk -4%, USP2a block 2%, Mito fusion yeast -4%, TCR activator 5%, Tb PFK inh 0%, uPA generation -2% and TSHR antag -3.
`N#Cc1ccccc1S(=O)(=O)N1CCN(C(=O)C2CCC2)CC1` gave ELG1 repair inh 0%, Eya2 phos inh -15%, B2AR arrestin -0.3%, Chronic BCR inh -10%, PTAP TSG101 blk -3%, USP2a block 2%, Mito fusion yeast -3%, TCR activator -3%, Tb PFK inh -5%, uPA generation -12% and TSHR antag -4.
For CCC(C)(C#CCN1CCCCC1)OC(C)=O (configuration not stated) the results were ELG1 repair inh 7%, Eya2 phos inh -3%, B2AR arrestin -0.9%, Chronic BCR inh 0%, PTAP TSG101 blk -3%, USP2a block 3%, Mito fusion yeast 2%, TCR activator 3%, Tb PFK inh 0%, uPA generation -5% and TSHR antag -11.
Screening COc1ccc(C(C)=O)cc1COC(=O)c1cc(C)nc2ccccc12 returned ELG1 repair inh inconclusive, Eya2 phos inh -5%, B2AR arrestin 0.5%, Chronic BCR inh 6%, PTAP TSG101 blk 4%, USP2a block 3%, Mito fusion yeast 11%, Tb PFK inh 0%, uPA generation 3% and TSHR antag -3.
For O=C(O)c1cccc(-n2cccc2/C=N/O)c1 the results were ELG1 repair inh 4%, Eya2 phos inh 19%, B2AR arrestin 0.0%, Chronic BCR inh -14%, PTAP TSG101 blk -6%, USP2a block 0%, Mito fusion yeast 2%, TCR activator -7%, Tb PFK inh 21µM*, uPA generation -2% and TSHR antag -1.
`CC/C(=N\NC(=O)c1nnn(-c2nonc2N)c1-c1cccs1)c1ccccc1` gave ELG1 repair inh inconclusive, Eya2 phos inh 5%, B2AR arrestin 0.5%, Chronic BCR inh 9%, PTAP TSG101 blk -4%, USP2a block -1%, Mito fusion yeast 8%, TCR activator 9%, Tb PFK inh -5%, uPA generation 8% and TSHR antag -1.
For Cc1cc(C)c(C)c(S(=O)(=O)N2CCC(C(=O)N3CCCCCCC3)CC2)c1C the results were ELG1 repair inh 1%, Eya2 phos inh -8%, B2AR arrestin -0.5%, Chronic BCR inh 4%, PTAP TSG101 blk 2%, USP2a block 2%, Mito fusion yeast -7%, TCR activator 11%, Tb PFK inh 1%, uPA generation 12% and TSHR antag -5.
For O=C(CS(=O)(=O)c1c[nH]c2ccccc12)N1CCCc2ccccc21 the results were ELG1 repair inh -12%, Eya2 phos inh -5%, B2AR arrestin -0.3%, Chronic BCR inh inconclusive, PTAP TSG101 blk 0%, USP2a block 7%, Mito fusion yeast -4%, TCR activator 8%, Tb PFK inh -7%, uPA generation 14% and TSHR antag 8.
`CCCNC(=O)c1oc2ccc3c(c2c1C)C(=O)CC(C)(C)O3` gave ELG1 repair inh inconclusive, Eya2 phos inh -36%, B2AR arrestin -0.4%, Chronic BCR inh -2%, PTAP TSG101 blk -5%, USP2a block 2%, Mito fusion yeast -1%, TCR activator 0%, Tb PFK inh -4%, uPA generation -7% and TSHR antag -8.
CC(C)NCCCCOc1cccc(Br)c1 was read as ELG1 repair inh -4%, Eya2 phos inh 1%, B2AR arrestin -1.3%, Chronic BCR inh -2%, PTAP TSG101 blk 0%, USP2a block 3%, Mito fusion yeast -5%, TCR activator 2%[46.1 µM], Tb PFK inh inconclusive, uPA generation -7% and TSHR antag -3.
Screening Cc1cc(NC(=O)c2cc3ccccc3o2)cc(C)c1OCC(=O)N1CCOCC1 returned ELG1 repair inh inconclusive, Eya2 phos inh 6%, B2AR arrestin -0.1%, Chronic BCR inh 9%, PTAP TSG101 blk -4%, USP2a block 0%, Mito fusion yeast -4%, TCR activator 2%, Tb PFK inh -1%, uPA generation -17% and TSHR antag -7.
`N#Cc1ccc(NC(=O)CNc2cc(S(=O)(=O)N3CCOCC3)ccc2NCC2CCCO2)cc1` (configuration not stated) gave ELG1 repair inh 8.2µM*, Eya2 phos inh 6%, B2AR arrestin 0.0%, Chronic BCR inh -6%, PTAP TSG101 blk 1%, USP2a block 1%, Mito fusion yeast 1%, TCR activator 6%, Tb PFK inh -2%, uPA generation -6% and TSHR antag 1.
Screening COCCn1ccc2c(OCC(=O)NCCc3ccc(OC)c(OC)c3)cccc2c1=O returned ELG1 repair inh inconclusive, Eya2 phos inh -11%, B2AR arrestin -0.4%, Chronic BCR inh -6%, PTAP TSG101 blk -3%, USP2a block 1%, Mito fusion yeast -1%, TCR activator 2%, Tb PFK inh -2%, uPA generation 5% and TSHR antag -7.
For CC(C)COc1ccc(-c2cc(C(=O)NN)[nH]n2)cc1 the results were ELG1 repair inh inconclusive, Eya2 phos inh -3%, B2AR arrestin -0.8%, Chronic BCR inh -5%, PTAP TSG101 blk -8%, USP2a block 0%, Mito fusion yeast 10%, TCR activator -2%[46.1 µM], Tb PFK inh 0%, uPA generation inconclusive and TSHR antag -8.
`CCOC(=O)c1c(C)[nH]c(C(=O)CSc2nnc(-c3ccncc3)n2CC)c1C` gave ELG1 repair inh inconclusive, Eya2 phos inh 6%, B2AR arrestin -0.5%, Chronic BCR inh 11%, PTAP TSG101 blk -4%, USP2a block -1%, Mito fusion yeast -8%, TCR activator 20%, Tb PFK inh -1%, uPA generation 1% and TSHR antag 1.
COc1cccc(N2CCN(c3nc(-c4ccccc4C)cc(=O)[nH]3)CC2)c1 was read as ELG1 repair inh inconclusive, Eya2 phos inh 4%, B2AR arrestin -0.1%, Chronic BCR inh 17%, PTAP TSG101 blk -2%, USP2a block -2%, Mito fusion yeast -29%, TCR activator -1%, Tb PFK inh 0%, uPA generation -18% and TSHR antag -11.
`COc1cccc(C(=O)Nc2cccc(SC)c2)c1` gave ELG1 repair inh inconclusive, Eya2 phos inh 4%, B2AR arrestin -0.8%, Chronic BCR inh inconclusive, PTAP TSG101 blk -1%, USP2a block 3%, Mito fusion yeast -4%, TCR activator 0%, Tb PFK inh -5%, uPA generation -1% and TSHR antag -8.
COc1ccc2cc(C3=CCCCC3)ncc2c1 was read as ELG1 repair inh inconclusive, Eya2 phos inh -12%, B2AR arrestin -0.2%, Chronic BCR inh inconclusive, USP2a block -4%, Mito fusion yeast -12%, TCR activator 5%, Tb PFK inh -2%, uPA generation inconclusive and TSHR antag -16.
`COc1cccc(CNC(=O)Cn2cc([N+](=O)[O-])cn2)c1` gave ELG1 repair inh -4%, Eya2 phos inh 5%, B2AR arrestin -0.7%, Chronic BCR inh inconclusive, PTAP TSG101 blk 2%, USP2a block 1%, Mito fusion yeast 1%, Tb PFK inh -1%, uPA generation 5% and TSHR antag -10.
`O=C(CSc1ncccc1C(=O)O)c1ccc2ccccc2c1` gave ELG1 repair inh inconclusive, Eya2 phos inh 4%, B2AR arrestin -0.9%, Chronic BCR inh inconclusive, PTAP TSG101 blk -7%, USP2a block -9%, Mito fusion yeast -1%, TCR activator 2%, Tb PFK inh inconclusive and TSHR antag -5.
